Source: PubChem
A549 viability: A549 cytotoxicity, counter-screen for Nrf2 inhibitors; A549 ARE-Fluc cells, CellTiter-Fluor viability, 18-24 h; Potency, µM (highest dose often 46 µM), for the others: top-dose activity change, negative = cytotoxicity, hits mostly inhibitors; actives 0.16% (n = 390,000); AID 504648; further: potency means the concentration at half of the fitted maximal effect; on the % scale 0 is the no-effect control and ±100 the full control effect
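Cytotoxicity counterscreen: CellTiter-Fluor fluorescence was measured in A549 ARE_Fluc cells after 18-24 h of compound exposure in a concentration series. The subsequent BugLite luminescent read reports ARE-luciferase activity.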
TGFb inhibitor: blocks TGF-b signaling; HepG2 CAGA-GFP TGF-b/SMAD3 reporter, GFP fluorescence, 18 h; TGF-beta stimulated, 500 pg/mL final; AID 588855; actives 1.2% (n = 410,000); Potency, µM (doses to about 46.1 µM), for inactives: at the top dose activity, negative = inhibition, actives largely listed as inhibitors; further: potency means the concentration at half of the fitted maximal effect; on the % scale 0 is the no-effect control and ±100 the full control effect; nearly all actives have a fitted effect of over 65% in size
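TGF-beta reporter screen: HEPG2 CAGA-GFP, 1% FBS, 500 pg/mL TGF-beta final, 18 h; per-cell GFP summed per well; curves fitted and categorized by class.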
ATXN2 expr inh: ATXN2 expression inhibition | actives 0.72% (n = 360,000) | Potency, µM (series often up to 57 µM), without a hit: at the top dose activity change, negative = inhibition, actives largely listed as inhibitors | HEK-293 ATXN2-luciferase reporter, luminescence, 24 h | AID 1745845; further: potency means the concentration at half of the fitted maximal effect; on the % scale 0 is the no-effect control and ±100 the full control effect; nearly all actives have a fitted effect of over 55% in size
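ATXN2-luciferase reporter cells (luciferase flanked by upstream and downstream ATXN2 gene portions) were treated 24 h at 37 °C with compounds at up to 57 uM. SteadyGlo luminescence gave expression; GF-AFC fluorescence gave viability.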
HepG2 tox: kills HepG2 cells in TGF-b inhibitor counter-screen; HepG2 CAGA-GFP viability, ATP luminescence, 18 h; Potency, µM (titrated, usually from 46.1 µM), for the others: at the top dose activity change, negative = cytotoxicity, hits mostly cytotoxic; actives 0.76% (n = 410,000); further: potency means the concentration at half of the fitted maximal effect; some results filed as inactive show a strong effect at the top dose
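CellTiter-Glo luminescence gave cytotoxicity after 18 hours at 37 degrees C. The cells were HepG2 CAGA-GFP in 1% FBS DMEM, stimulated with 500 pg/mL TGF-beta after compound addition. %Activity was normalised to no-cell wells (complete cell-killing) and DMSO (no toxicity), and curves were fitted and classified.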
ATXN viability: reduces viability in counter-screen for ATXN expression inhibitors; actives 0.49% (n = 400,000); S2 cells (HEK-293 line with an ATXN2-luciferase reporter) viability, CellTiter-Fluor protease fluorescence, 24 h; AID 651635; Potency, µM (series often up to 56.7 µM), hits mostly cytotoxic; further: potency means the concentration at half of the fitted maximal effect; nearly all actives have a fitted effect of over 40% in size
Nrf2 block: inhibitors of Nrf2 signaling; A549 ARE-Fluc reporter, luciferase luminescence, 18-24 h; Potency, µM (highest dose often 46 µM), inactives show at the highest dose activity change, negative = inhibition, actives largely listed as inhibitors; actives 2.1% (n = 360,000); further: potency means the concentration at half of the fitted maximal effect; on the % scale 0 is the no-effect control and ±100 the full control effect; nearly all actives have a fitted effect of over 60% in size
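Reporter: ARE-Fluc in A549. Exposure: 18-24 h, 37 °C, 5% CO2, 5% FBS OPTI-MEM. Readouts: fluorescent cytotoxicity (CellTiter-Fluor), then luminescent Nrf2 signal after BugLite.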
Nrf2 activator: Nrf2 pathway activation | AID 624171 | Potency, µM (top dose mostly 46.1 µM), for inactives: at the top dose activation, usual class: activators | actives 0.31% (n = 410,000) | AREc32 ARE-luciferase reporter (MCF7-derived line), luminescence, 24 h; further: potency means the concentration at half of the fitted maximal effect; % of control where 0% means no effect; nearly all actives have a fitted effect of over 65% in size
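Each well held 1000 AREc32 cells, which were incubated with compound for 24 hr at 37 deg C after overnight attachment, and ARE reporter activity was quantified by firefly luciferase luminescence.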
EPAC2 ag: agonists of human EPAC2 (RAPGEF4) | actives 0.079% (n = 360,000) | Potency, µM (titrated, usually from 154 µM), for inactives: at the top dose activation, most hits filed as activators | EPAC2 activation, biochemical qHTS; response scale: 100% = 6.5 mM cAMP response; further: potency means the concentration at half of the fitted maximal effect; nearly all actives have a fitted effect of over 50% in size
Target sequence (Q8WZA2 whole entry, looked up): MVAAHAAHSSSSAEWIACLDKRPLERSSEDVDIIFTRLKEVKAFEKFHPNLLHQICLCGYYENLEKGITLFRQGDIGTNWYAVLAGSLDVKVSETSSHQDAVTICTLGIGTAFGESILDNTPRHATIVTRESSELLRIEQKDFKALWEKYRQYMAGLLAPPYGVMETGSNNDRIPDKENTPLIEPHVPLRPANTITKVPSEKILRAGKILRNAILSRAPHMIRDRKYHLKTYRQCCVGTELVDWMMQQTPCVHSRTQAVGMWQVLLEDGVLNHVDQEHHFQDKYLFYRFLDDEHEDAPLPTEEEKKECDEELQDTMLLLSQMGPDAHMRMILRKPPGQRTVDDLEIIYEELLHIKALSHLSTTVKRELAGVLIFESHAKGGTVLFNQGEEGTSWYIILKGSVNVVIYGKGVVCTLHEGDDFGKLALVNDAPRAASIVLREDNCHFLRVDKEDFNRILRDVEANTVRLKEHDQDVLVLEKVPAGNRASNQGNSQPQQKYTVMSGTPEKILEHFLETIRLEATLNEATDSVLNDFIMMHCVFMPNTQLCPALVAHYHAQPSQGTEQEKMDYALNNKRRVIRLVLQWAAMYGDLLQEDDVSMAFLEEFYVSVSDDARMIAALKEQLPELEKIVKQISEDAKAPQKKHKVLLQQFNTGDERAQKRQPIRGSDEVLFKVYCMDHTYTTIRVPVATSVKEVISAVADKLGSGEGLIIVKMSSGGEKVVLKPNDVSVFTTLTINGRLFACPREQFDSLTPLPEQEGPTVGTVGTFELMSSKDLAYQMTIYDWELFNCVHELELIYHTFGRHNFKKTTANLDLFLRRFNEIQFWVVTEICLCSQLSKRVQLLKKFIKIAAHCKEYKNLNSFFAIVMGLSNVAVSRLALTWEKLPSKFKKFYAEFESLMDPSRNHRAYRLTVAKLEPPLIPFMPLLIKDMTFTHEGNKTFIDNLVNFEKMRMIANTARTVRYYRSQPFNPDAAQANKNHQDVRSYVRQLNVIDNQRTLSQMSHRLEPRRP
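Exchange assay: 100 nM EPAC2 with 250 nM Rap1B-BODIPY-GDP and 50 uM GDP. Fluorescence (ex 480/em 540 nm) read every 5 min for 30 min at room temperature. Data normalized to 6.5 mM cAMP as agonist control.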
IL-2 act: activates IL-2 in a cell-based reporter assay. IL-2 activation reporter assay, cell-based qHTS; stimulated with anti-CD3/CD4/CD28 beads; in transgenic mouse T cells. activation, % (series mostly up to about 46 µM). actives 0.065% (n = 360,000). AID 652025; in the data active means activation above about 50%; inconclusive means mostly about 30% to 49%; further: 0% is about no effect
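EGFP and DsRed fluorescence is measured by plate cytometry in unstimulated transgenic mouse T cells exposed to compound for 60 minutes, then stimulated 18 hours at 37 degrees C with anti-CD3/anti-CD4 beads plus anti-CD28.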
* = called active by the depositor; i = inactive; ? = inconclusive; · = not tested or not shown; [ ] = remark or other dose. Unless noted, the call rests on the fitted dose curve; in most records, active means well fitted curve in the direction sought with a large enough effect; inconclusive means small, poorly fitted or top-dose-only effect, or another doubt; inactive means no such curve, though single readings can be large; an effect the other way counts as inactive or inconclusive. Rows are unselected; about 4.3% have a hit in one of these screens.

SMILES	A549 viability	TGFb inhibitor	ATXN2 expr inh	HepG2 tox	ATXN viability	Nrf2 block	Nrf2 activator	EPAC2 ag	IL-2 act
Cc1cccc(N2CCN(CC(=O)Nc3ccccc3[N+](=O)[O-])CC2)c1C	-11%	-19%	-2%	-8%	i	21µM*	-0.3%	11%	1.2
CCOC(=O)[C@@H]1[C@H]2COc3ccccc3[C@@H]2N2C(=O)N(c3ccc(Br)cc3)C(=O)[C@@]12C	·	-9%	13%	-6%	?	·	3.4%	12%	0.3
Cc1ccc2c(CNCc3ccc(C)o3)c(C(=O)O)n(Cc3ccc(F)cc3)c2c1	?	-29%	?	-45%	·	-29%	6.1%	·	·
NC(=O)c1ccc(NC(=O)c2ccc3c(c2)CCN3S(=O)(=O)c2ccccc2)cc1	-2%	-1%	-19%	-4%	?	?	-0.3%	-1%	-1.2
O=C(c1cn(-c2ccccc2)nc1-c1ccncc1)N1CCCCC1	-2%	-1%	-1%	-3%	i	-4%	0.3%	0%	-2.7
Cc1oc(-c2cccc3ccccc23)nc1CN1CCN(c2ncnc3ccccc23)CC1	?	-23%	?	6%	?	18µM*	0.0%	-5%	-0.9
Cc1ccccc1-n1c(SCC(=O)N2CCN(c3ccccn3)CC2)nnc1N1CCOCC1	-7%	11%	-8%	-20%	i	-5%	-1.2%	-3%	-0.3
Cc1ccc(S(=O)(=O)c2nnn(CC(=O)Nc3ccccc3C)c2N)cc1C	-4%	-3%	-4%	3%	i	-5%	-0.3%	·	·
O=C(Nc1nccs1)c1ccc(S(=O)(=O)N2CCCCC2)cc1	1%	?	0%	-21%	i	?	3.0%	6%	-0.3
Cc1ccc(CNC(=O)c2cc3c(s2)CN(Cc2ccccc2)C3)cc1	2%	-12%	-10%	-24%	i	11%	-0.7%	1%	-0.7
O=C(CN1C(=O)c2cccc3cccc1c23)Nc1ccccc1Br	-1%	0%	8%	-27%	i	2%	0.0%	·	·
O=C(NC(=S)N1CCCc2ccccc21)c1ccco1	5%	?	33%	-17%	i	11%	?	-2%	1.3
Cc1cccc(NC(=O)CSc2nnnn2C2CCCC2)c1	0%	-13%	9%	-7%	i	-21%	0.1%	4%	0.1
CC(C)OCCCn1c(SC(C)C(=O)NC2CC2)nc2ccccc2c1=O (centres undefined)	-10%	22%	7%	-1%	i	-16%	-0.2%	-1%	2.2
CCOC(=O)C1=CN(Cc2ccco2)S(=O)(=O)N(C)C1c1ccc(F)c(Cl)c1 (centres undefined)	-1%	?	-14%	-37%	i	-29%	7.4%	12%	0.3
C/C(=N\NC(=O)c1ccc(O)cc1)c1ccc(NC(=O)Cc2ccccc2)cc1	-1%	1%	15%	-1%	i	?	-0.1%	6%	-4.4
Cc1nonc1C1CCCN1Cc1cn[nH]c1-c1ccc2c(c1)OCO2 (centres undefined)	-3%	0%	4%	-1%	i	4%	0.1%	-5%	-1.5
COc1ccc(OCCSc2nnc3sc4ccccc4n23)cc1	0%	1%	68%[activator]	-18%	i	?	3.2%	20%	-1.4
CC1Cc2c([nH]c3ccccc23)C(=O)N1 (centres undefined)	1%	7%	2%	3%	i	1%	0.5%	-5%	-0.5
CCOc1cccc(CC(=O)N2CCc3c([nH]c4ccccc34)C2c2ccc(Cl)cc2)c1OCC (centres undefined)	-14%	-7%	·	3%	·	·	-1.3%	·	·
CCOC(=O)Cc1[nH]nc2c1C(C1C=CCCC1)C(C#N)=C(N)O2 (centres undefined)	12%	?	-8%	20µM*	i	·	?	0%	-2.2
COc1cccc(NC(=O)C2CCCO2)c1 (centres undefined)	0%	4%	18%	7%	i	11%	0.5%	13%	1.4
COC(=O)c1cc(C(=O)CC(C)C)c[nH]1	1%	6%	-3%	0%	i	?	-0.7%	7%	-5.5
O=C(CSc1nnc2ccc(-c3ccccc3)nn12)NCC1CCCO1 (centres undefined)	1%	?	4%	-37%	i	2%	0.3%	5%	-3.7
COc1ccc(C(=O)Nc2nc(C)c(C(=O)N(C)C)s2)cc1OC	?	24%	20%	-5%	i	19%	0.9%	4%	-1.6

Individual results from the entries so far.
Entry for O=C(CN1C(=O)c2cccc3cccc1c23)Nc1ccccc1Br in ATXN2 expr inh: 8%
Entry for COC(=O)c1cc(C(=O)CC(C)C)c[nH]1 in A549 viability: 1%

Additional records follow:
SMILES	A549 viability	TGFb inhibitor	ATXN2 expr inh	HepG2 tox	ATXN viability	Nrf2 block	Nrf2 activator	EPAC2 ag	IL-2 act
Cc1ccc(S(=O)(=O)NCCc2cc3ccc(C)c(C)c3[nH]c2=O)cc1	-2%	0%	-11%	8%	i	8%	0.2%	13%	0.7
COc1ccc(CNC(=O)C[C@H]2C[C@H](C(=O)N3CCOCC3)[C@@]3(CCC4CCCC4)c4[nH]c5cc(-c6ccco6)ccc5c4CCN3C2=O)cc1OC	-29%	13µM*	?	-20%	i	23µM*	2.3%	8%	0.8
O=C(COC(=O)c1ccc2c(=O)n3c(nc2c1)CCC3)NC1CCS(=O)(=O)C1 (centres undefined)	4%	4%	-8%	-15%	i	-6%	0.0%	8%	0.4
O=C(c1ccccc1)c1c[nH]cc1-c1ccccc1	-1%	10%	2%	-3%	i	?	0.2%	-2%	-0.3
COc1ccc(CCNS(=O)(=O)CCNC(=O)c2ccc3c(c2)OCO3)cc1	1%	9%	-1%	-14%	i	1%	-0.4%	-4%	-0.9
CCNC(=O)CC1C(=O)N(c2ccccc2)C(=O)N1CCc1ccc(OC)c(OC)c1 (centres undefined)	-12%[1.84 µM]	10%	0%	0%	i	1%	0.3%	8%	0.4
COc1ccc(-n2ncc3c2CC(C)(C)CC3NC(=O)c2cnc(C)cn2)cc1 (centres undefined)	6%	-2%	23%	6%	i	-22%	0.3%	1%	-2.5
Cc1cc2c(c(C)c1CCO)C(=O)[C@H](C)C2	9%	1%	10%	-13%	i	14%	1.3%	6%	-0.1
CC(C)C(NC(=O)C12CC3CC(CC(C3)C1)C2)C(=O)N/N=C/C1=C(N2CCOCC2)C(=C\c2ccc([N+](=O)[O-])cc2)/CC1 (centres undefined)	?	-1%	4%	3%	i	11%	0.4%	-5%	-0.4
O=C(NCCOc1ccc(Cl)cc1)c1cccc(S(=O)(=O)N2CCCC2)c1	0%	-9%	?	-15%	i	23µM*	-0.5%	19%	-0.9
COc1ccc(Cn2ccnc2SCC(=O)NCc2ccco2)cc1	12%	-18%	·	3%	·	·	0.6%	·	·
COc1ccc(OC)c(C2NC(=O)NC(C)=C2C(=O)Nc2ccc(C)cc2C)c1 (centres undefined)	·	-18%	9%	2%	i	13%	0.3%	12%	-0.2
O=C(c1ccc2ncsc2c1)N1CCN(c2ccc(O)cc2)CC1	4%	29%	-19%	23%	?	?	1.8%	2%	-0.6
CN(C)c1ccc(C(CNC(=O)COc2ccccc2)N2CCOCC2)cc1 (centres undefined)	-6%	-18%	·	-16%	·	·	-0.9%	·	·
CNC(=O)C(=O)NCCc1ccc(Cl)cc1	3%	2%	-15%	-1%	i	·	-0.7%	-6%	-0.5
CC1CCN(c2nc3ccc(C(=O)NCc4ccccc4)cc3s2)CC1	2%	-9%	58%[activator]	-1%	i	?	0.0%	·	·
c1nc(N2CCCCC2)c2[nH]cnc2n1	-7%	7%	22%	-6%	i	?	-0.2%	16%	-2.6
COc1ccc(Cl)cc1NC(=O)CSC1=Nc2ccccc2C2=NC(CCC(=O)NCc3ccc(F)cc3)C(=O)N12 (centres undefined)	?	-24%	·	-17%	·	3.7µM*	8.0%	·	·
COc1ccc(NC(=S)N(CCCN2CCC(C)CC2)Cc2cccs2)cc1	-15%	?	-9%	-29%	i	1%	0.0%	-7%	-1.4
Cc1cccc(NC(=O)CSc2nnc([C@H](C)NC(=O)OC(C)(C)C)o2)c1C	-6%	0%	-1%	0%	i	-3%	-0.7%	1%	-5.1
CN(c1ccccc1)S(=O)(=O)c1cccc(C(=O)OCC(=O)Nc2ccc(C(N)=O)cc2)c1	0%	9%	3%	0%	i	3%	-0.6%	16%	-0.6

Among those listed so far, 7 contain an aryl thioether with sulfur outside any ring.
SMILES	A549 viability	TGFb inhibitor	ATXN2 expr inh	HepG2 tox	ATXN viability	Nrf2 block	Nrf2 activator	EPAC2 ag	IL-2 act
Cc1ccccc1-n1c(SCC(=O)N2CCN(c3ccccn3)CC2)nnc1N1CCOCC1	-7%	11%	-8%	-20%	i	-5%	-1.2%	-3%	-0.3
Cc1cccc(NC(=O)CSc2nnnn2C2CCCC2)c1	0%	-13%	9%	-7%	i	-21%	0.1%	4%	0.1
CC(C)OCCCn1c(SC(C)C(=O)NC2CC2)nc2ccccc2c1=O (centres undefined)	-10%	22%	7%	-1%	i	-16%	-0.2%	-1%	2.2
COc1ccc(OCCSc2nnc3sc4ccccc4n23)cc1	0%	1%	68%[activator]	-18%	i	?	3.2%	20%	-1.4
O=C(CSc1nnc2ccc(-c3ccccc3)nn12)NCC1CCCO1 (centres undefined)	1%	?	4%	-37%	i	2%	0.3%	5%	-3.7
COc1ccc(Cn2ccnc2SCC(=O)NCc2ccco2)cc1	12%	-18%	·	3%	·	·	0.6%	·	·
Cc1cccc(NC(=O)CSc2nnc([C@H](C)NC(=O)OC(C)(C)C)o2)c1C	-6%	0%	-1%	0%	i	-3%	-0.7%	1%	-5.1
